PAX8 reporter – lowers PAX8-driven luciferase in RMG-I cells; RMG-I TPO-luciferase reporter, SteadyGlo, 24 h; inhibition, % at 12.6 µM; 360,000 tested, 1.2% active;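 active = mean replicate inhibition at least 60% with every replicate also reaching 60%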;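 note: luciferase light reporting Pax8 driven TPO promoter activity; plate controls were median of neutral control wells for no effect and mitoxantrone controls for full effect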
FN deposition inh – fibronectin deposition inhibition. 350,000 tested, 0.086% active. AH1F fibroblasts, Alexa488-fibronectin deposition fluorescence, overnight. inhibition, % at 12.6 µM;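 active = mean inhibition across replicates of 30% or more, regardless of how many single replicates reach that level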;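 note: positive control wells lacked labelled fibronectin entirely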
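Assay system: AH1F fibroblasts / Quantity: 10000 cells per well / Medium: DMEM plus 2% serum, read in PBS / Reagent: labelled fibronectin 24 nM / Dosing: single dose, pinned / Times: 1 h cell attachment, overnight exposure to compound and label / Signal: fluorescence, ex 485 nm, em 525 nm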
S100A4 inh HTS – S100A4-myosin IIA interaction inhibition. 360,000 tested, 0.14% active. inhibition, % at 10.7 µM. S100A4/TAMRA-MyoIIA peptide fluorescence polarization. P26447;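 active = mean inhibition of at least 70% across replicates, with every replicate also reaching that level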
Target sequence (P26447 whole entry, looked up): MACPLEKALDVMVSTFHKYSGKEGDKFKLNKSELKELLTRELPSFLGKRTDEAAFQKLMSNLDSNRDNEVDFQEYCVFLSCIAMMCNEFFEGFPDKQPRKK
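Test system – S100A4 monomer (human) · Compound – single-point compound testing · Schedule – 5 min incubation before reading · Probe or stimulus – TAMRA-labelled myosin IIA heavy-chain peptide probe, 5 nM · Benchmarks – neutral control DMSO, positive control TFP · Medium – Calcium-containing HEPES buffer, pH 7.2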
EWS-Fli block – EWS/Fli transcriptional activity inhibition. A673 NR0B1-luciferase reporter, viability-normalised. inhibition, % at 12.6 µM. 350,000 tested, 0.67% active;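 active = mean inhibition of at least 50% after viability correction, with every replicate also passing that limit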;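 note: firefly luciferase signal divided by Alamar Blue viability fluorescence both relative to DMSO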
PglD inh – inhibitors of Campylobacter jejuni PglD acetyltransferase; inhibition, % at 12.5 µM; 360,000 tested, 0.098% active; purified PglD enzyme, DTNB colorimetric CoA detection; in the data active = inhibition above about 16%, passing the limit was not always enough; note: strong numbers were not always called active
ERAP1 inh – blocks human ERAP1 aminopeptidase activity; AID 652197; recombinant ERAP1, Leu-AMC fluorescence, 60 min; inhibition, % at 10.7 µM; 340,000 tested, 0.15% active; Q9NZ08;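 active = mean replicate inhibition of at least 30%, or all replicates individually reaching that 30% level; inactive = mean below 30% and not every replicate reaching it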;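 note: 0% = neutral control wells and 100% = L-leucinethiol positive control wells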
Target sequence (Q9NZ08 whole entry, looked up): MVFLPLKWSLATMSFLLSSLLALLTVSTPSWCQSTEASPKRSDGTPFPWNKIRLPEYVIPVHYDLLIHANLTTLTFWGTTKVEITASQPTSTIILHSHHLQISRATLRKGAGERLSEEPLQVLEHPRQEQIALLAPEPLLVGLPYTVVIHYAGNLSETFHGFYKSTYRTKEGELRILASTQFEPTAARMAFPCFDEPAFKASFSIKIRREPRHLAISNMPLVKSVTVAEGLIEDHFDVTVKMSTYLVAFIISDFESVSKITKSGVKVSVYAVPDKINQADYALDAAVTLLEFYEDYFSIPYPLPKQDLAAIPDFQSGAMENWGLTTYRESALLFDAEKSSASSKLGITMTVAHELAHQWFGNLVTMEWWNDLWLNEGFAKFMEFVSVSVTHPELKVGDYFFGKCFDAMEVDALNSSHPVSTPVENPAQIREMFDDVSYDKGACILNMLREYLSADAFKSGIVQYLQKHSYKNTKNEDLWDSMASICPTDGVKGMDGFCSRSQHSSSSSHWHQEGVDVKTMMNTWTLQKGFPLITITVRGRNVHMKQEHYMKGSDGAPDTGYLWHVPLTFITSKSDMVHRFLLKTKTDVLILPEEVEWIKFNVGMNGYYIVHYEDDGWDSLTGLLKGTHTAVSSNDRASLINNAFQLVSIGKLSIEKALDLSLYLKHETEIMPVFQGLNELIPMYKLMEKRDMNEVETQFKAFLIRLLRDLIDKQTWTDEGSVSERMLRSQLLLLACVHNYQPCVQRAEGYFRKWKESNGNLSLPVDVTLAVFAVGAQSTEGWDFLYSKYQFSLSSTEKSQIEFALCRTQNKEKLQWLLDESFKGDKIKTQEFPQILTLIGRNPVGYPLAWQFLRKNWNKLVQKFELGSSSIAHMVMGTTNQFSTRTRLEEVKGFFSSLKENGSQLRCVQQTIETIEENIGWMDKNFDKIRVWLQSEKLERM
LGR2 antag – blocks bursicon-induced cAMP signaling via Drosophila LGR2; HEK293 LGR2, CRE-luciferase, bursicon-stimulated, 4 h; 380,000 tested, 0.35% active; inhibition, % at 9.99 µM;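 active = drop in luminescence signal, shown as inhibition above about 50% in the replicate tests, limit read from the data, passing the limit was not always enough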;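 note: agonist challenge used bursicon conditioned medium at about half maximal strength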
PGC1a acetyl inh – PGC1a acetylation modulation, inhibitor mode. U2OS PGC1a acetylation, AlphaScreen anti-acetyl-lysine; with virally co-expressed GCN5 acetyltransferase. inhibition, % at 15.6 µM. 350,000 tested, 0.17% active. AID 651687;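 active = every replicate shows inhibition of at least 40%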;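 note: 0% = neutral control wells and 100% = positive control wells; some results beyond the cut were filed as inactive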
* = called active by the depositor.

How did C#CCOCCOCCOCCNc1nc(N2CCN(C(=O)[C@H](CC(N)=O)n3cc(C(N)[C@@H](C)CC)nn3)CC2)nc(N2CCN(C(=O)[C@H](CCCCN)n3cc([C@@H](N)CC(N)=O)nn3)CC2)n1 (some centres undefined) do in these assays?
PAX8 reporter: 9; FN deposition inh: 10; S100A4 inh HTS: 1; EWS-Fli block: -8; PglD inh: -1; ERAP1 inh: -6; LGR2 antag: 5

What do the screens show for `Cc1ccc2c(c1)NC(=O)C(CC(=O)NC1CCCCC1C)O2` (centres undefined)?
PAX8 reporter: 4; FN deposition inh: -20; S100A4 inh HTS: 1; EWS-Fli block: 1; PglD inh: -4; ERAP1 inh: 1; LGR2 antag: 4

Results for CCc1csc(N2[C@@H](C#N)[C@@H](c3ccc(C4=CCCC4)cc3)[C@@H]2CO)n1 ?
PAX8 reporter: 9; FN deposition inh: 8; S100A4 inh HTS: -4; EWS-Fli block: 7; PglD inh: -1; ERAP1 inh: -2; LGR2 antag: 1; PGC1a acetyl inh: -8

What do the screens show for `Cc1c(CC(=O)N[C@@H](C)C(=O)O)c(=O)oc2cc3c(cc12)CCC(C)(C)O3`?
PAX8 reporter: 4; FN deposition inh: -7; S100A4 inh HTS: 2; EWS-Fli block: 3; PglD inh: -3; ERAP1 inh: 0; LGR2 antag: -13; PGC1a acetyl inh: 6

Results for COc1ccc(S(=O)(=O)N(C)C[C@H]2OCCCC[C@H](C)Oc3ccc(NC(=O)NC(C)C)cc3C(=O)N([C@H](C)CO)C[C@H]2C)cc1 ?
PAX8 reporter: 8; S100A4 inh HTS: 2; EWS-Fli block: -5; PglD inh: 0; ERAP1 inh: -1; LGR2 antag: -3; PGC1a acetyl inh: -3

How did O=C(NCCc1ccccc1)C1CCCN1S(=O)(=O)c1ccccc1 (centres undefined) do in these assays?
PAX8 reporter: -23; FN deposition inh: 2; S100A4 inh HTS: -2; EWS-Fli block: -8; PglD inh: 3; ERAP1 inh: -5; LGR2 antag: -23; PGC1a acetyl inh: -5

Results for COc1cc(CN2CCN(Cc3ccc([N+](=O)[O-])cc3)CC2)c([N+](=O)[O-])cc1OC ?
PAX8 reporter: 20; FN deposition inh: 0; S100A4 inh HTS: 10; EWS-Fli block: 19; ERAP1 inh: -2; LGR2 antag: -1

How did O=C(CSC1=NC(=O)C(Cc2ccccc2)C(=O)N1)Nc1ncc(Br)cc1Br (centres undefined) do in these assays?
PAX8 reporter: -27; FN deposition inh: -4; S100A4 inh HTS: 3; EWS-Fli block: -8; ERAP1 inh: 2; LGR2 antag: -7; PGC1a acetyl inh: 12

How did COCCNC(=S)N=Nc1c(O)[nH]c2c(C)cc(C)cc12 do in these assays?
PAX8 reporter: 8; FN deposition inh: 9; S100A4 inh HTS: 0; EWS-Fli block: 24; ERAP1 inh: 1; LGR2 antag: 10; PGC1a acetyl inh: -1

What do the screens show for `COc1cccc(/C=C2/Sc3ccc(C(=O)NCCCN4CCCC4)cc3NC2=O)c1`?
PAX8 reporter: 13; FN deposition inh: 17; S100A4 inh HTS: 5; EWS-Fli block: 49; PglD inh: 2; ERAP1 inh: 2; LGR2 antag: 8

Structures listed so far that have nitrogen in an aromatic ring, in the order listed:
How did C#CCOCCOCCOCCNc1nc(N2CCN(C(=O)[C@H](CC(N)=O)n3cc(C(N)[C@@H](C)CC)nn3)CC2)nc(N2CCN(C(=O)[C@H](CCCCN)n3cc([C@@H](N)CC(N)=O)nn3)CC2)n1 (some centres undefined) do in these assays?
PAX8 reporter: 9; FN deposition inh: 10; S100A4 inh HTS: 1; EWS-Fli block: -8; PglD inh: -1; ERAP1 inh: -6; LGR2 antag: 5

Results for CCc1csc(N2[C@@H](C#N)[C@@H](c3ccc(C4=CCCC4)cc3)[C@@H]2CO)n1 ?
PAX8 reporter: 9; FN deposition inh: 8; S100A4 inh HTS: -4; EWS-Fli block: 7; PglD inh: -1; ERAP1 inh: -2; LGR2 antag: 1; PGC1a acetyl inh: -8

How did O=C(CSC1=NC(=O)C(Cc2ccccc2)C(=O)N1)Nc1ncc(Br)cc1Br (centres undefined) do in these assays?
PAX8 reporter: -27; FN deposition inh: -4; S100A4 inh HTS: 3; EWS-Fli block: -8; ERAP1 inh: 2; LGR2 antag: -7; PGC1a acetyl inh: 12

How did COCCNC(=S)N=Nc1c(O)[nH]c2c(C)cc(C)cc12 do in these assays?
PAX8 reporter: 8; FN deposition inh: 9; S100A4 inh HTS: 0; EWS-Fli block: 24; ERAP1 inh: 1; LGR2 antag: 10; PGC1a acetyl inh: -1

Carrying on.
Results for O=c1[nH]nc(SCc2nnc(-c3ccc([N+](=O)[O-])cc3)o2)n1C1CCCCC1 ?
PAX8 reporter: 7; FN deposition inh: -5; S100A4 inh HTS: -1; EWS-Fli block: 4; ERAP1 inh: -2; LGR2 antag: -3

How did COc1ccc2sc(-c3ccc(SC)cc3)c(C#CCO)c2c1 do in these assays?
PAX8 reporter: -61; FN deposition inh: -4; S100A4 inh HTS: 3; EWS-Fli block: -63; PglD inh: 9; ERAP1 inh: 2; LGR2 antag: -45

How did CC(=NNC(=S)Nc1ccccc1Cl)c1ccccn1 do in these assays?
PAX8 reporter: 71*; FN deposition inh: 23; S100A4 inh HTS: 0; EWS-Fli block: 14; ERAP1 inh: -1; LGR2 antag: 7; PGC1a acetyl inh: 17

Results for COc1ccc(NC(=O)Nc2ccc3c(c2)CC(=O)N([C@H](C)CO)C[C@@H](C)[C@H](CN(C)CC2CCCCC2)O3)cc1 ?
PAX8 reporter: 44; S100A4 inh HTS: 9; EWS-Fli block: 44; PglD inh: 2; ERAP1 inh: 0; LGR2 antag: 12; PGC1a acetyl inh: -18

How did C[C@@H]1CN([C@H](C)CO)C(=O)Cc2cc(NC(=O)Cc3cn(C)c4ccccc34)ccc2O[C@@H]1CN(C)C(=O)Nc1ccc(F)cc1 do in these assays?
S100A4 inh HTS: -7; EWS-Fli block: 0; ERAP1 inh: -1; LGR2 antag: -9; PGC1a acetyl inh: 10

How did O=c1oc(Cl)c(Cl)c2ccccc12 do in these assays?
PAX8 reporter: -13; FN deposition inh: 1; S100A4 inh HTS: -2; EWS-Fli block: -9; PglD inh: 2; ERAP1 inh: 1; LGR2 antag: -16; PGC1a acetyl inh: 1

How did Cc1ccc(-n2c(-c3cnccn3)n[nH]c2=S)c(Br)c1 do in these assays?
PAX8 reporter: 14; S100A4 inh HTS: -2; EWS-Fli block: 2; ERAP1 inh: 5; LGR2 antag: 14; PGC1a acetyl inh: -1

What do the screens show for `O=C(C(=O)N1CCC(CNC(=O)c2ccccc2F)CC1)c1cc2ccccc2o1`?
PAX8 reporter: 11; FN deposition inh: 5; S100A4 inh HTS: 12; EWS-Fli block: -2; ERAP1 inh: 5; LGR2 antag: -12

How did Cc1ccc(-n2c(SCC(=O)O)nc3c(sc(=S)n3-c3ccc(C)c(C)c3)c2=O)cc1 do in these assays?
PAX8 reporter: 30; FN deposition inh: 6; S100A4 inh HTS: -4; EWS-Fli block: -115; PglD inh: 7; ERAP1 inh: -4; LGR2 antag: 11; PGC1a acetyl inh: 7

What do the screens show for `C[C@H]1CN([C@@H](C)CO)S(=O)(=O)c2ccc(-c3cccc(C#N)c3)cc2O[C@H]1CN(C)C(=O)c1ccc(F)cc1`?
S100A4 inh HTS: 21; EWS-Fli block: 6; PglD inh: -1; ERAP1 inh: -1; LGR2 antag: 2; PGC1a acetyl inh: -17

How did COc1ccc(OCc2nnc3n2N=C(c2ccc(C)cc2)CS3)cc1 do in these assays?
PAX8 reporter: -6; FN deposition inh: 5; S100A4 inh HTS: -10; EWS-Fli block: 1; PglD inh: 2; ERAP1 inh: -3; LGR2 antag: -16

Results for CCOc1cc(C(=O)NCCCn2ccnc2)cc(OCC)c1OCC ?
PAX8 reporter: 7; FN deposition inh: 8; S100A4 inh HTS: -5; EWS-Fli block: 7; ERAP1 inh: 2; LGR2 antag: 3

What do the screens show for `O=C1C=CC(=O)N1c1ccc(OC(F)F)cc1`?
PAX8 reporter: 15; FN deposition inh: -7; S100A4 inh HTS: 29; EWS-Fli block: 7; ERAP1 inh: 1

How did C/C(=N\NC(=O)c1ccccc1O)c1cccc(NC(=O)c2ccccc2)c1 do in these assays?
PAX8 reporter: -9; FN deposition inh: 2; S100A4 inh HTS: -3; EWS-Fli block: -20; PglD inh: -3; ERAP1 inh: -2; LGR2 antag: -10; PGC1a acetyl inh: 12

Results for O=C(N/C(=C/C=C/c1ccccc1)C(=O)N1CCOCC1)c1ccccc1Br ?
PAX8 reporter: 17; FN deposition inh: -4; S100A4 inh HTS: -1; EWS-Fli block: 1; ERAP1 inh: 1; LGR2 antag: 7; PGC1a acetyl inh: 3

How did C/C=C/c1ccc2c(c1)O[C@H](CN(C)C(=O)c1ccccc1F)[C@H](C)CN([C@H](C)CO)S2(=O)=O do in these assays?
FN deposition inh: -6; S100A4 inh HTS: 6; EWS-Fli block: -2; PglD inh: 0; ERAP1 inh: 0; LGR2 antag: -17; PGC1a acetyl inh: -16

Results for C[C@H]1CN([C@@H](C)CO)C(=O)CCCn2cc(nn2)CO[C@H]1CN(C)C(=O)c1ccccc1 ?
PAX8 reporter: -1; FN deposition inh: -13; EWS-Fli block: 6; LGR2 antag: 7; PGC1a acetyl inh: 3

Results for CC(C)/C=C/CN1CCC(Oc2ccc(C(=O)N3CCCC3)cc2)CC1 ?
PAX8 reporter: 8; FN deposition inh: 1; S100A4 inh HTS: 2; PglD inh: -3; ERAP1 inh: -6; LGR2 antag: 1

What do the screens show for `CCOC(=O)C1CCN(C(c2cccs2)c2sc3nc(C)nn3c2O)CC1` (centres undefined)?
PAX8 reporter: 8; FN deposition inh: 5; S100A4 inh HTS: 3; EWS-Fli block: 5; PglD inh: 0; ERAP1 inh: 1; LGR2 antag: -17; PGC1a acetyl inh: 3

Results for O=C(NCc1ccc(F)cc1)c1cnn2ccccc12 ?
PAX8 reporter: -209; S100A4 inh HTS: 0; EWS-Fli block: -83; PglD inh: 0; ERAP1 inh: 0; LGR2 antag: -21; PGC1a acetyl inh: 13

Results for Cc1nc2ccc(S(=O)(=O)NC(C(=O)N3CCCCCC3)C(C)C)cc2s1 (centres undefined) ?
PAX8 reporter: -5; FN deposition inh: -8; S100A4 inh HTS: -2; EWS-Fli block: 0; PglD inh: 0; LGR2 antag: 7; PGC1a acetyl inh: -6

What do the screens show for `Cc1ccccc1-c1cnc2c(c1)C(=O)N([C@H](C)CO)C[C@H](C)[C@@H](CN(C)C(=O)c1ccccc1)O2`?
PAX8 reporter: 3; S100A4 inh HTS: 7; EWS-Fli block: -4; PglD inh: 1; ERAP1 inh: -1; LGR2 antag: -1; PGC1a acetyl inh: -4

What do the screens show for `CCOC(=O)Cn1c(=O)c2c(nc3n2CCCCN3c2ccc(OCC)cc2)n(C)c1=O`?
PAX8 reporter: 10; FN deposition inh: 1; S100A4 inh HTS: 6; EWS-Fli block: -1; PglD inh: 1; ERAP1 inh: 0; LGR2 antag: -11; PGC1a acetyl inh: 11

What do the screens show for `C[C@@H]1CN([C@H](C)CO)C(=O)c2cc(NC(=O)CCC(F)(F)F)ccc2O[C@@H]1CN(C)S(=O)(=O)c1cccs1`?
FN deposition inh: 0; S100A4 inh HTS: 13; EWS-Fli block: 0; PglD inh: -1; ERAP1 inh: 2; LGR2 antag: 6; PGC1a acetyl inh: -4

From PubChem BioAssay
